Compound activity from PubChem.
MT1-MMP act inh – inhibitors of human MT1-MMP activation; P50281; GFP/RFP ratio change, % at 20 µM; HT1080 RFP-PRO-GFP cells, GFP/RFP ratio fluorescence, overnight; percent of plate control window, DMSO zero; 360,000 compounds, 0.061% hits; AID 651647;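 active = GFP/RFP ratio change of at least 30% with cell ATP level not reduced by more than half and red fluorescence within 50% of control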; also: strong numbers were not always called active
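Material – HT1080 RFP-PRO-GFP cells · Control set – DMSO wells and RFP-L50D-GFP cells · Incubation – overnight cell settling, then overnight compound exposure, 37 °C, 5% CO2 · Compound dosing – single-point 20 µM compound, 1% DMSO · Read-out – GFP/RFP fluorescence ratio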
SKN-1 inh – blocks SKN-1 activity in C. elegans | C. elegans VP596 Pgst-4::GFP/RFP ratio, acrylamide-induced, 24 h | inhibition, % at 21.8 µM | 360,000 compounds, 0.49% hits | AID 624304;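 active = interference check ratio from 0.5 to 1.5 plus GFP to RFP signal ratio inhibition reaching or exceeding a fixed threshold, cut at about 30% in these data, passing the limit was not always enough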; also: some compounds called inactive have numbers as strong as hits
FAS-TE inh – inhibitors of human fatty acid synthase thioesterase domain. P49327. recombinant FAS-TE, OMFH fluorogenic substrate, fluorescence endpoint. inhibition, % at 15 µM. 360,000 compounds, 0.67% hits. AID 602261;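 active = compounds whose normalised, plate-corrected inhibition of enzyme fluorescence in the single-dose primary screen is 50% or more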;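 also: 0% = DMSO with enzyme and 100% = substrate without enzyme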
eLon inh – inhibitors of E. coli Lon protease; 360,000 compounds, 0.42% hits; P0A9M0; purified E. coli Lon protease, fluorescence polarization; inhibition, % at 7.94 µM; in the data active = inhibition above about 13%, passing the limit was not always enough;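 also: 0% = enzyme with probe and DMSO and 100% = no enzyme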
bovine MsrA act – bovine methionine sulfoxide reductase A activation; AID 602163; activation, % at 10.6 µM; purified bovine MsrA, absorbance read-out; 360,000 compounds, 0.3% hits; in the data active = activation above about 7.5%;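 also: 0% = vehicle and 100% = reference activator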
Rin1-Abl PPI inh – inhibitors of human Rin1-Abl protein interaction; inhibition, % at 7.35 µM; AID 588664; 360,000 compounds, 0.4% hits; P00519+Q13671; TR-FRET Rin1/Abl binding, biochemical; in the data active = inhibition above about 5%, passing the limit was not always enough
CendR NRP1 mod – modulators of CendR peptide binding to human neuropilin-1; FAM-RPARPAR peptide binding to NRP-1, fluorescence polarization; inhibition, % at 25 µM; 360,000 compounds, 0.85% hits;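 active = inhibition or corrected inhibition above about 18%, plus a signal ratio from 0.5 to 1.5, limit read from the data, passing the limit was not always enough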; also: strong numbers were not always called active
PABP1 MLLE inh – blocks PAM2 peptide binding to the PABP1 MLLE domain; P11940; 360,000 compounds, 0.36% hits; inhibition, % at 20 µM; AID 588489; GST-MLLE / FITC-PAM2 fluorescence polarization; in the data active = inhibition above about 35%, passing the limit was not always enough;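 also: plate controls were DMSO wells with GST-MLLE for no effect and wells lacking GST-MLLE protein for full effect; some results filed as inactive read as strong as hits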
Target sequence (P11940 whole entry, looked up, the tested form may be a part): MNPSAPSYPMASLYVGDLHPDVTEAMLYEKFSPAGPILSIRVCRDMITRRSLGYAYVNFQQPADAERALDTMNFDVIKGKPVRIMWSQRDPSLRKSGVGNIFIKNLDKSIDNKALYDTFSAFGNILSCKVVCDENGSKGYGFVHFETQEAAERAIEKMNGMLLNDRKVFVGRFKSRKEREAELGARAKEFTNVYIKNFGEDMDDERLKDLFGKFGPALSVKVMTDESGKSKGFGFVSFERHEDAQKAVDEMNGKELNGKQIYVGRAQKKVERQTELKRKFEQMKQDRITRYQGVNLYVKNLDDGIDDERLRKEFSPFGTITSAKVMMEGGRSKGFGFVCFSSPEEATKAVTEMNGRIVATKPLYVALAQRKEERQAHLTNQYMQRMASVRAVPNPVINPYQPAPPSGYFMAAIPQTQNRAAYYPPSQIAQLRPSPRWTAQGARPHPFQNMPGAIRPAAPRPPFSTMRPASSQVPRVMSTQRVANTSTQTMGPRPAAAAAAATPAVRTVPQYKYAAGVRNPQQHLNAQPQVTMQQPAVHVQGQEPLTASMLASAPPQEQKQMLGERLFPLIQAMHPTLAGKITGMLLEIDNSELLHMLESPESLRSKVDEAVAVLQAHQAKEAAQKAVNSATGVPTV
Neddyl block – blocks human cullin neddylation. 360,000 compounds, 0.58% hits. AID 651699. TR-FRET cullin neddylation, biochemical. calls only at 25 µM; in the data active = inhibition above about 36%
The depositor's hits bear a star.

COC(=O)c1ccc2c(=O)[nH]c(COC(=O)c3[nH]c(C)c(C(C)=O)c3C)nc2c1 was read as MT1-MMP act inh 0, SKN-1 inh -1, FAS-TE inh -1, eLon inh -3, bovine MsrA act -2, Rin1-Abl PPI inh 1, CendR NRP1 mod -11, PABP1 MLLE inh -25 and Neddyl block inactive.
`O=C(NC(=S)NC12CC3CC(CC(C3)C1)C2)c1ccc(F)cc1` gave MT1-MMP act inh -1, SKN-1 inh 10, FAS-TE inh 16, eLon inh -7, bovine MsrA act 0, Rin1-Abl PPI inh 4, CendR NRP1 mod 1, PABP1 MLLE inh 29 and Neddyl block inactive.
`COc1ccc(-c2cn3cccnc3n2)cc1NC(=O)C(C)Oc1ccccc1` (centres undefined) gave MT1-MMP act inh 2, SKN-1 inh -11, FAS-TE inh -1, eLon inh -2, bovine MsrA act -3, Rin1-Abl PPI inh 0, CendR NRP1 mod -8 and PABP1 MLLE inh -11.
Screening Cc1cc(C(=O)N=Nc2c(O)n(C(C)C)c3ccccc23)n[nH]1 returned MT1-MMP act inh 4, SKN-1 inh -1, FAS-TE inh -6, eLon inh -4, bovine MsrA act -6, Rin1-Abl PPI inh -2, CendR NRP1 mod 0, PABP1 MLLE inh 6 and Neddyl block inactive.
`Nc1sc(-c2ccccc2)cc1C(=O)NCCc1ccc(Cl)cc1` gave MT1-MMP act inh -10, SKN-1 inh -13, CendR NRP1 mod -46 and Neddyl block inactive.
For NC(=O)CSc1nnc(-c2ccccn2)n1N the results were MT1-MMP act inh 0, SKN-1 inh 6, FAS-TE inh -4, eLon inh 7, bovine MsrA act -2, Rin1-Abl PPI inh -2, CendR NRP1 mod -2, PABP1 MLLE inh -1 and Neddyl block inactive.
Screening CCOc1cccc(C2C(C(=O)c3ccco3)=C(O)C(=O)N2c2nnc(C)s2)c1 (centres undefined) returned MT1-MMP act inh -43, SKN-1 inh 1, FAS-TE inh -8, eLon inh 16, bovine MsrA act -1, Rin1-Abl PPI inh -4, CendR NRP1 mod 7, PABP1 MLLE inh 47 and Neddyl block inactive.
`CS(=O)(=O)CC(=O)Nc1ccc2nc3n(c(=O)c2c1)CCCCC3` gave MT1-MMP act inh 8, SKN-1 inh 5, FAS-TE inh -2, eLon inh -2, bovine MsrA act -1, Rin1-Abl PPI inh -3, CendR NRP1 mod 3, PABP1 MLLE inh 16 and Neddyl block inactive.
Cc1ccc(C(=O)N2C(=O)C(c3ccccc3)Oc3ccccc32)cc1 (centres undefined) was read as MT1-MMP act inh 2, SKN-1 inh 25, FAS-TE inh 26, eLon inh -2, bovine MsrA act -1, Rin1-Abl PPI inh -1, CendR NRP1 mod 3, PABP1 MLLE inh 5 and Neddyl block inactive.
For CCCOC(=O)c1ccc(NC(=O)c2ccoc2C)cc1 the results were MT1-MMP act inh 5, SKN-1 inh 23, FAS-TE inh 4, eLon inh -5, bovine MsrA act 1, Rin1-Abl PPI inh 2, CendR NRP1 mod -4, PABP1 MLLE inh 10 and Neddyl block inactive.
For COc1ccc(C(=O)C(=NNc2ccccc2)c2ccc(OC)cc2)cc1 the results were MT1-MMP act inh -3, SKN-1 inh 8, FAS-TE inh 25, eLon inh -2, bovine MsrA act -6, Rin1-Abl PPI inh 1, CendR NRP1 mod 10, PABP1 MLLE inh -4 and Neddyl block inactive.
Screening COc1cccc(NC(=O)Cn2nnc(-c3ccccc3N)n2)c1 returned MT1-MMP act inh -2, SKN-1 inh 0, FAS-TE inh 4, eLon inh -4, bovine MsrA act -1, Rin1-Abl PPI inh 1, CendR NRP1 mod -13, PABP1 MLLE inh -3 and Neddyl block inactive.

The last two compounds of the section before lead into the next:
For COc1ccc(C(=O)C(=NNc2ccccc2)c2ccc(OC)cc2)cc1 the results were MT1-MMP act inh -3, SKN-1 inh 8, FAS-TE inh 25, eLon inh -2, bovine MsrA act -6, Rin1-Abl PPI inh 1, CendR NRP1 mod 10, PABP1 MLLE inh -4 and Neddyl block inactive.
Screening COc1cccc(NC(=O)Cn2nnc(-c3ccccc3N)n2)c1 returned MT1-MMP act inh -2, SKN-1 inh 0, FAS-TE inh 4, eLon inh -4, bovine MsrA act -1, Rin1-Abl PPI inh 1, CendR NRP1 mod -13, PABP1 MLLE inh -3 and Neddyl block inactive.
For Cc1csc(NC(=O)CCCNC(=O)c2ccc(Cl)cc2)n1 the results were MT1-MMP act inh 2, SKN-1 inh 7, FAS-TE inh -2, eLon inh -7, bovine MsrA act -2, Rin1-Abl PPI inh 1, CendR NRP1 mod 6, PABP1 MLLE inh 4 and Neddyl block inactive.
Screening C#CCNC(=O)c1csc([C@@H]2O[C@H](CO)[C@@H](O)[C@H]2O)n1 returned MT1-MMP act inh 1, SKN-1 inh 8, FAS-TE inh -6, eLon inh -8, bovine MsrA act -1, Rin1-Abl PPI inh 4, CendR NRP1 mod -1, PABP1 MLLE inh -6 and Neddyl block inactive.
For CCOC(=O)Cc1ncccc1C(=O)Nc1ccc(Oc2ccccc2)cc1 the results were MT1-MMP act inh 9, SKN-1 inh -1, FAS-TE inh -1, eLon inh 5, bovine MsrA act -5, Rin1-Abl PPI inh 6, CendR NRP1 mod 3, PABP1 MLLE inh 18 and Neddyl block inactive.
Screening OC(CN1C2=NCCCN2c2ccccc21)c1ccc(Br)cc1 (centres undefined) returned MT1-MMP act inh -2, SKN-1 inh 20, FAS-TE inh -5, eLon inh -3, bovine MsrA act -3, Rin1-Abl PPI inh 3, CendR NRP1 mod -11, PABP1 MLLE inh 0 and Neddyl block inactive.
Screening COc1ccc(-c2nc3c(-c4ccc(Cl)cc4)cnn3cc2C)cc1F returned MT1-MMP act inh 8, SKN-1 inh 0, FAS-TE inh 14, eLon inh -14, bovine MsrA act -2, Rin1-Abl PPI inh 3, CendR NRP1 mod -11, PABP1 MLLE inh 8 and Neddyl block inactive.
CC(C)(C)OC(=O)Nc1ccccc1-n1nnnc1C(C(=O)c1ccccc1)N1CCN(c2ccccn2)CC1 (centres undefined) was read as MT1-MMP act inh -3, SKN-1 inh 11, CendR NRP1 mod 2 and Neddyl block inactive.
Screening COc1cccc(CCNC(=O)c2cccc(NC(=O)C3=C(C)OCCS3)c2)c1 returned MT1-MMP act inh -4, SKN-1 inh 16, FAS-TE inh -3, eLon inh 7, bovine MsrA act -1, Rin1-Abl PPI inh 0, CendR NRP1 mod 6, PABP1 MLLE inh 15 and Neddyl block inactive.
`C=C(C)C1Cc2c(C)nn(-c3cccc4ccccc34)c2C1` (centres undefined) gave MT1-MMP act inh -6, SKN-1 inh 2, FAS-TE inh 18, eLon inh -1, bovine MsrA act 8.0*, Rin1-Abl PPI inh 3, CendR NRP1 mod 17, PABP1 MLLE inh 4 and Neddyl block inactive.
Screening Cc1ccc(C(=O)CC2SC(N)=NC2=O)cc1 (centres undefined) returned MT1-MMP act inh 3, SKN-1 inh -5, FAS-TE inh -6, eLon inh -4, bovine MsrA act -1, Rin1-Abl PPI inh 2, CendR NRP1 mod -2, PABP1 MLLE inh 6 and Neddyl block inactive.
`Cc1c(NC(=O)C(C)OC(=O)c2cc3c4ccccc4n(C)c3s2)c(=O)n(-c2ccccc2)n1C` (centres undefined) gave MT1-MMP act inh 7, SKN-1 inh 4, FAS-TE inh -4, eLon inh -3, bovine MsrA act -4, Rin1-Abl PPI inh -4, CendR NRP1 mod 22, PABP1 MLLE inh -14 and Neddyl block inactive.
`Cc1cccc(C)c1NC(=O)Nc1ccc2c(c1)OCO2` gave MT1-MMP act inh -1, SKN-1 inh -5, FAS-TE inh -5, eLon inh 5, bovine MsrA act -4, Rin1-Abl PPI inh 0, CendR NRP1 mod -4, PABP1 MLLE inh -3 and Neddyl block inactive.
`O=C(Nc1nccs1)c1ccc(-c2ccc([N+](=O)[O-])cc2)o1` gave MT1-MMP act inh -4, SKN-1 inh 30, FAS-TE inh -6, eLon inh 5, bovine MsrA act -2, Rin1-Abl PPI inh -1, CendR NRP1 mod -66, PABP1 MLLE inh -30 and Neddyl block inactive.
Screening O=C(COC(=O)CN1C(=O)C2CCCCC2C1=O)NCc1ccc(Cl)cc1Cl (centres undefined) returned MT1-MMP act inh -2, SKN-1 inh -6, FAS-TE inh 2, eLon inh 3, bovine MsrA act -4, Rin1-Abl PPI inh 6, CendR NRP1 mod 5, PABP1 MLLE inh 15 and Neddyl block inactive.
`O=C1NCCOC(=O)[C@H](Cc2ccc(F)cc2)C/C=C\C[C@H]1CC(=O)N(CCO)Cc1ccccc1` gave MT1-MMP act inh 2, SKN-1 inh 0, FAS-TE inh -10, eLon inh 0, bovine MsrA act -1, Rin1-Abl PPI inh -1, CendR NRP1 mod -5, PABP1 MLLE inh 4 and Neddyl block inactive.
`O=c1cc(O)nc(SCc2ccc(Cl)cc2)[nH]1` gave MT1-MMP act inh -1, SKN-1 inh -2, FAS-TE inh -2, eLon inh -12, bovine MsrA act -9, Rin1-Abl PPI inh 2, CendR NRP1 mod -2, PABP1 MLLE inh 19 and Neddyl block inactive.
`COc1cc(C(=O)NCc2nnc(SCC(=O)NCc3ccccc3)o2)cc(OC)c1OC` gave MT1-MMP act inh -3, SKN-1 inh 5, FAS-TE inh -6, eLon inh 3, bovine MsrA act -11, Rin1-Abl PPI inh 5, CendR NRP1 mod -4, PABP1 MLLE inh -36 and Neddyl block inactive.
Screening CCOc1ccc(NC(C)c2cc(Cl)ccc2O)cc1 (centres undefined) returned MT1-MMP act inh -2, SKN-1 inh 5, FAS-TE inh 9, eLon inh 0, bovine MsrA act -2, Rin1-Abl PPI inh -2, CendR NRP1 mod -12, PABP1 MLLE inh 8 and Neddyl block inactive.
`COc1ccc(Cl)cc1C(=O)NNC1CC(=O)N(Cc2ccc(Cl)cc2)C1=O` (centres undefined) gave MT1-MMP act inh -1, SKN-1 inh 11, FAS-TE inh 10, eLon inh 1, bovine MsrA act -4, Rin1-Abl PPI inh 2, CendR NRP1 mod -15, PABP1 MLLE inh 0 and Neddyl block inactive.
For CN1CCc2c1nc1ccccc1c2NC(=O)CN1CCCC1 the results were MT1-MMP act inh -1, SKN-1 inh 5, FAS-TE inh -2, eLon inh 7, bovine MsrA act -3, Rin1-Abl PPI inh 1, CendR NRP1 mod -11, PABP1 MLLE inh 0 and Neddyl block active.
Screening O=C1CCC/C1=C/Nc1cccc(F)c1 returned MT1-MMP act inh 0, SKN-1 inh -9, FAS-TE inh -3, eLon inh -2, bovine MsrA act -6, Rin1-Abl PPI inh -1, CendR NRP1 mod 3, PABP1 MLLE inh -8 and Neddyl block inactive.
For O=C(O)c1ccc(COc2c(F)c(F)c(F)c(F)c2F)o1 the results were MT1-MMP act inh 2, SKN-1 inh -3, FAS-TE inh -8, eLon inh -1, bovine MsrA act 2, Rin1-Abl PPI inh 0, CendR NRP1 mod -13, PABP1 MLLE inh -4 and Neddyl block inactive.
For O=C(Nc1ccc(S(=O)(=O)NC2=NCCCCC2)cc1)c1ccc(C(F)(F)F)cc1 the results were MT1-MMP act inh 3, SKN-1 inh 4, FAS-TE inh 0, eLon inh -9, bovine MsrA act -3, Rin1-Abl PPI inh 0, CendR NRP1 mod -2, PABP1 MLLE inh -4 and Neddyl block inactive.
Cc1cc(C)c2nc(NC(=O)C3CSC4(C)CCC(=O)N34)sc2c1 (centres undefined) was read as MT1-MMP act inh -7, SKN-1 inh 15, FAS-TE inh 4, eLon inh 1, bovine MsrA act -1, Rin1-Abl PPI inh 0, CendR NRP1 mod 3, PABP1 MLLE inh 9 and Neddyl block inactive.
Screening C/C(=N\NC(=S)Nc1ccc(C)cc1)c1cc2ccccc2o1 returned MT1-MMP act inh 2, SKN-1 inh 6, FAS-TE inh 31, eLon inh 3, bovine MsrA act -16, Rin1-Abl PPI inh 2, CendR NRP1 mod 17, PABP1 MLLE inh 35 and Neddyl block inactive.
COc1cccc(-c2[nH]nc3c2C(c2ccoc2)C(C#N)=C(N)O3)c1 (centres undefined) was read as MT1-MMP act inh -4, SKN-1 inh 8, FAS-TE inh -4, eLon inh 3, bovine MsrA act -1, Rin1-Abl PPI inh 0, CendR NRP1 mod -7, PABP1 MLLE inh 10 and Neddyl block inactive.
